# Mtb UGM inh: inhibitors of M. tuberculosis UDP-galactopyranose mutase; P9WIQ1; purified UGM, fluorescence polarization probe displacement; inhibition, % at 10 µM; actives 0.06% (n = 320,000); in the data active = inhibition above about 10%, passing the limit was not always enough; inconclusive = no clear call, values can overlap the other calls
# GDH-TPI counter: GDH-TPI coupled enzyme inhibition counter-screen; GDH-TPI coupled enzyme counterscreen, NADH absorbance; inhibition, % at 4.8 µM; actives 1.2% (n = 360,000); AID 588335;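 note: 0% = DMSO wells and 100% = wells lacking the enzyme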
# MazEF act: activators of E. coli MazEF toxin-antitoxin RNase | P0AE70 | FAM/BHQ RNA-DNA oligo cleavage fluorescence, 5 h | activation, % at 20 µM | actives 0.32% (n = 350,000); in the data active = activation above about 50%
# Target sequence (P0AE70 whole entry, looked up): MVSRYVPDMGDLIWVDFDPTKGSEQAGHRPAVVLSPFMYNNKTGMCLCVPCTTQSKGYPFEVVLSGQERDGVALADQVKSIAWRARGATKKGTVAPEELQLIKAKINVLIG
# FadD28 binding: inhibitors of Mycobacterium tuberculosis FadD28 bisubstrate binding; AID 588549; FadD28 bisubstrate probe binding, fluorescence polarization; inhibition, % at 12.5 µM; actives 0.22% (n = 360,000); in the data active = inhibition above about 8.5%, passing the limit was not always enough; inconclusive = no clear call, values can overlap the other calls
# FBA Mtb inh: Mtb fructose-bisphosphate aldolase inhibition; P9WQA3; purified M. tuberculosis FBA, fluorescence read-out; inhibition, % at 1 µM; actives 2.3% (n = 360,000); in the data active = inhibition above about 27%;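 note: 0% = vehicle and 100% = reference inhibitor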
# Target sequence (P9WQA3 whole entry, looked up): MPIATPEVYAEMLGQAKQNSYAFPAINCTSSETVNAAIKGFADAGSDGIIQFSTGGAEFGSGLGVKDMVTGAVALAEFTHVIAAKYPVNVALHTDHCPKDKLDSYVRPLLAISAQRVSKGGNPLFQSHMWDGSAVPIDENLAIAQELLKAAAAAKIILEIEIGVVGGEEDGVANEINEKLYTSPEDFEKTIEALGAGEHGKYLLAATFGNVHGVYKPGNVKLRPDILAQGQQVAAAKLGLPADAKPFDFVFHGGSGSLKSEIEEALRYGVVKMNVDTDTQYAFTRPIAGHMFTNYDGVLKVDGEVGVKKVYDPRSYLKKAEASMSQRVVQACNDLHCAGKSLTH
# BoNT F protease: blocks Botulinum neurotoxin F light chain protease. AID 588497. inhibition, % at 10 µM. Multiplex microsphere protease cleavage assay, flow cytometry. actives 0.22% (n = 360,000); in the data active = inhibition above about 35%, passing the limit was not always enough; inconclusive = no clear call, values can overlap the other calls; note: plate controls were buffer without enzyme for full effect and enzyme alone for no effect
# Rv3671c inh: Rv3671c (M. tuberculosis) protease inhibition; P9WHR9; AID 2606; inhibition, % at 5.96 µM; actives 0.048% (n = 320,000); in the data active = inhibition above about 38%;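 note: extracellular domain of Rv3671c used as enzyme; 0% = enzyme with DMSO and 100% = no enzyme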
# Target sequence (P9WHR9 whole entry, looked up, the tested form may be a part): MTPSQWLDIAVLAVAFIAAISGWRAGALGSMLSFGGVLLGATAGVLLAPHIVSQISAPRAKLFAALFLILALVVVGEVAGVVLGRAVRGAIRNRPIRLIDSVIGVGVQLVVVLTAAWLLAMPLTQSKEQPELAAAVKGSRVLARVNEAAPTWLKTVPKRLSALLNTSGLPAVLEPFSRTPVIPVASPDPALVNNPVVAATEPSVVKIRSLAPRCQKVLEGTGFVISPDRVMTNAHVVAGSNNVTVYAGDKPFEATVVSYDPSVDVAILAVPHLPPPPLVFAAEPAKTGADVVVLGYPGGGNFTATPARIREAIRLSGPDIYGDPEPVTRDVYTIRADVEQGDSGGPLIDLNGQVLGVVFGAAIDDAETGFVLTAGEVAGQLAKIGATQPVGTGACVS
# Mtb BioA inh: blocks M. tuberculosis BioA enzyme activity; inhibition, % at 9.99 µM; AID 602481; purified M. tuberculosis BioA enzyme, plate reader; actives 0.096% (n = 360,000); in the data active = inhibition above about 40%; inconclusive = no clear call, values can overlap the other calls
# VHR inh abs: blocks human VHR1 dual specificity phosphatase; P51452; AID 1654; recombinant VHR phosphatase, pNPP absorbance; inhibition, % at 13.3 µM; actives 0.52% (n = 290,000); in the data active = inhibition above about 50%; note: some compounds called inactive have numbers as strong as hits
# Target sequence (P51452 whole entry, looked up): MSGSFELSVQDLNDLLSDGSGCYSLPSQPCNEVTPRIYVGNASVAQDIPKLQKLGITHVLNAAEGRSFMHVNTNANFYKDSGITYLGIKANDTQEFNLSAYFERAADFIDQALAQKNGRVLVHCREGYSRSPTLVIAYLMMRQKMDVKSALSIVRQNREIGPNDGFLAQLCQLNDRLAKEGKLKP
# CCHF vOTU inh: CCHFV vOTU protease inhibition | actives 0.55% (n = 370,000) | inhibition, % at 11.5 µM | Pep-AMC fluorescence; note: 0% = vehicle wells with enzyme and 100% = no enzyme wells
# An asterisk follows results filed as active; ? = inconclusive; . = no result given; + = active, no number; & = joins results of further samples. Cut-off read from the data, not from the text of the source, unless noted: active = inhibition above about 30%; inactive = the rest.
SMILES,Mtb UGM inh,GDH-TPI counter,MazEF act,FadD28 binding,FBA Mtb inh,BoNT F protease,Rv3671c inh,Mtb BioA inh,VHR inh abs,CCHF vOTU inh
CC(C)N1CCc2c(sc(NC(=O)c3ccc(S(=O)(=O)N(C)CC4CCCO4)cc3)c2C(N)=O)C1 (configuration not stated),-3.2,12,-18,-4.3,-5,17,1,1.8,4,3
CC(=O)Nc1ccc(OCC(=O)N2CCC(Cc3ccccc3)CC2)cc1,1.8,-6,6,0.4,0,-2,4,.,4,3
Cc1c(C(=O)c2ccc(N(C)C)cc2)c2ccccn2c1CCC#N,1.2,21,8,-0.3,-6,-2,3,4.0,10,15
COc1ccc(N2C(=O)CN=C2Nc2cccc(C)c2C)cc1OC,6.6,4,2,-1.3,-2,-4,5,0.4,32,9
CN(C)C(CNC(=O)CCNS(=O)(=O)c1ccccc1C(F)(F)F)c1ccccc1 (configuration not stated),-1.5,0,5,0.8,3,4,2,-1.5,.,5
Cc1c(N(C)CS(=O)(=O)O)c(=O)n(-c2ccccc2)n1C,-3.1,-4,7,-2.6,0,-2,8,0.3,.,11
Cc1ccc(S(=O)(=O)NN=Cc2ccco2)cc1,.,1,6,-3.6,-2,-2,.,-0.5,.,8
Cc1cc(C)cc(N(CCC#N)C(=O)CSc2nc3ccccc3c(=O)[nH]2)c1,7.0,13,0,-0.4,2,6,-5,-0.4,.,-8
O=C(Nc1ccc(Cl)c(C(F)(F)F)c1)c1ccncc1,2.1,8,3,-7.3,-3,-5,-1,0.9,17,-20
O=C1C(=O)N(c2ccccn2)C(c2cccc([N+](=O)[O-])c2)/C1=C(/O)c1ccc(Br)cc1 (configuration not stated),0.3,18,-2,-5.5,-1,?,6,0.2,8,8
Cc1nn(-c2ccccc2)c(N)c1C1(O)C(=O)N(C(C)C)c2ccccc21 (configuration not stated),0.2,-4,11,-1.2,1,-2,8,.,-16,3
O=C(c1ccncc1)C12CN3CN(CN(C3)C1)C2,0.4,2,-1,-3.5,0,-4,5,1.4,-4,15
O=S(=O)(c1ccccc1)N1CCN=C1SCc1cccc(Cl)c1,-0.1,4,-12,-1.8,-2,-2,-8,.,1,1
O=C(CNC(c1ccccc1)c1ccccc1)Nc1ccccc1F,-3.7,5,-5,-0.8,2,-1,0,-0.6,46,14
CCOc1ccc(N=Cc2c(O)n(Cc3ccccc3)c(=S)[nH]c2=O)cc1,-0.8,1,-78,-0.1,-1,-3,-7,.,29,-4
Cc1ccc(Cn2c(C3CCCN3c3nc(-c4ccc(F)cc4)cs3)nc3cc(Cl)c(Cl)cc32)cc1 (configuration not stated),4.0,13,-15,0.0,2,-3,3,1.7,.,1
COc1ccc(C2C(C(=O)OC(C)C)=C(C)N=c3s/c(=C\c4cccs4)c(=O)n32)cc1 (configuration not stated),-1.2,12,-21,0.7,-1,25,0,-1.3,25,14
O=C(Cc1cccs1)N1CCN(S(=O)(=O)c2cc(Cl)ccc2Cl)CC1,-1.7,2,3,-0.4,3,1,1,.,.,8
CCCOC(=O)c1ccc(NC(=O)CCC(=O)OCC)cc1,4.0,-11,3,0.6,0,11,4,2.3,-11,-4
Cc1cccc(NC(=O)c2nc[nH]c2C(=O)Nc2cccc(C)c2)c1,2.8,3,13,-0.5,-5,6,-3,.,14,15
COc1ccc(OC)c(CC(=O)O)c1,0.4,-6,5,-1.0,-1,-4,-1,0.6,10,4
COc1ccc([C@H]2N[C@]3(CCCN(Cc4cccn4C)C3=O)[C@H]3C(=O)N(C)C(=O)[C@@H]23)cc1,.,-4,2,-2.0,-5,-3,.,0.3,.,-10
CCN1C(=O)[C@@H]2[C@@H](c3ccc(-c4ccc(Cl)c(Cl)c4)c(OC)c3)N3CCCC[C@@]3(C(=O)OC)[C@@H]2C1=O,0.4,7,-17,0.7,0,-8,8,-3.0,.,2
COCCNC(=S)N1CCN(c2nc(-c3ccc(F)cc3)cs2)CC1,1.7,-2,5,-2.0,2,-7,-1,6.6,27,0
O=C1[C@@H]2[C@H](C(=O)N1n1cnnc1)[C@H]1C=C[C@@H]2C1,-1.7,2,-1,-0.2,3,-5,4,0.7,41,-5
Cc1cc(C)nc(NS(=O)(=O)c2ccc(NC(=S)NC(=O)C(C)(C)C)cc2)n1,-1.2,-8,6,-2.6,-1,-11,-3,0.8,28,-2
C=CC(=O)OCCO,.,4,0,-0.8,2,1,.,-0.4,.,-17
CC(=O)NS(=O)(=O)c1ccc(NC(=O)c2cccc(OCc3c(C)noc3C)c2)cc1,-2.2,-6,2,-1.7,2,5,2,3.8,.,4
COc1ccc(S(=O)(=O)N(C)CC(=O)NC2CCCC2)cc1Cl,0.4,15,4,-2.2,1,-12,1,-0.8,19,19
C#CC(C)(C)NC(=O)c1ccccc1OC,-3.5,0,5,-0.1,-2,6,1,-1.8,8,9
COc1ccc(CCNC(=S)N2CCN(S(=O)(=O)c3ccc(Cl)cc3)CC2)cc1,0.2,13,-10,-2.2,1,2,0,-1.0,5,-4
CCN(c1ccc(NC(=O)c2cccc(S(=O)(=O)N3CCN(C)CC3)c2)cc1)C(C)C,-1.0,5,-6,-0.2,2,-7,-3,-1.7,47,7
Cc1ccc(NC(=S)N(CCN(C)C)Cc2cccs2)cc1,-4.4,-1,0,-1.1,3,-1,4,.,10,15
O=C(COC(=O)c1ccc(Br)c(S(=O)(=O)N2CCOCC2)c1)NCCc1ccccc1,5.9,2,-18,-3.7,2,-11,2,0.4,.,-2
CC(NC(=O)NC1CCCCC1)C(c1cccs1)N1CCN(Cc2ccccc2)CC1 (configuration not stated),-1.9,2,14,-3.5,-1,-3,-1,-1.1,7,3
Cc1ccc(OCC(=O)Nc2cc(-c3nn4c(C)nnc4s3)ccc2C)cc1,2.4,8,-48,-3.7,0,0,-2,-1.4,16,17
O=C(Cc1cccc2ccccc12)N/N=C/c1ccncc1,1.4,1,18,-4.7,9,-4,-8,.,15,6
CN1CCCc2cc3c(C(F)(F)F)cc(=O)oc3nc21,1.3,8,-119,1.8,30*,25,4,-1.5,14,-55
COc1ccccc1C1OC(c2cccc([N+](=O)[O-])c2)=NN1C(C)=O (configuration not stated),-1.0,0,3,-3.1,-1,-4,1,.,14,-1
O=C(COc1ccc(Br)cc1)N1CCN(Cc2ccc3c(c2)OCO3)CC1,0.3,1,-4,-2.0,1,-3,3,2.0,-5,1
CN(C)c1ccc(N=C/C=C2/N(C)c3ccccc3C2(C)C)cc1,.,23,12,1.9,-2,-53,.,0.7,7,18
C1CC1Cc1noc(CN2CCN(CC3CC3)CC2)n1,-2.6,1,1,0.9,-3,-2,-3,.,-19,-10
COc1ccnc(Oc2ccccc2)n1,-1.3,4,0,-1.5,2,4,14,-0.3,-4,1
COc1ccc(Cl)cc1-c1nc(SCC(=O)NC2CCCC2)n[nH]1,1.7,8,7,0.1,0,0,3,-0.5,.,4
CCOC(=O)c1c(-c2ccccc2)csc1NC(=O)/C(C#N)=C\c1ccc(O)c(OC)c1,.,29,-46,0.3,-7,-1,.,.,.,26
CCCCNc1ccncc1S(=O)(=O)NC(=O)NC(C)C,-0.2,-8,3,-2.9,-1,-13,1,-2.0,0,-1
OC(COc1cccc(OCC(O)CN2CCOCC2)c1)CN1CCOCC1 (configuration not stated),-0.4&1.1,-9&6,5&11,0.7&0.4,5&5,-16&16,3&3,0.3&-1.2,-23&7,-9&2
COc1cc(CN2CCC(CO)(CCOc3ccccc3)CC2)cc(OC)c1OC,-2.7,-1,0,-5.7,-1,3,-6,.,4,-14

# Some values from the results shown.
# Reading for CCCCNc1ccncc1S(=O)(=O)NC(=O)NC(C)C under CCHF vOTU inh: -1
# Reading for CN1CCCc2cc3c(C(F)(F)F)cc(=O)oc3nc21 under GDH-TPI counter: 8
# Reading for OC(COc1cccc(OCC(O)CN2CCOCC2)c1)CN1CCOCC1 (configuration not stated) under VHR inh abs: -23&7
# Reading for O=C(Cc1cccc2ccccc12)N/N=C/c1ccncc1 under MazEF act: 18
# Reading for COc1ccc(Cl)cc1-c1nc(SCC(=O)NC2CCCC2)n[nH]1 under FadD28 binding: 0.1
# Reading for CN(C)c1ccc(N=C/C=C2/N(C)c3ccccc3C2(C)C)cc1 under GDH-TPI counter: 23

# The main list resumes with the 2 entries that preceded the break.
SMILES,Mtb UGM inh,GDH-TPI counter,MazEF act,FadD28 binding,FBA Mtb inh,BoNT F protease,Rv3671c inh,Mtb BioA inh,VHR inh abs,CCHF vOTU inh
OC(COc1cccc(OCC(O)CN2CCOCC2)c1)CN1CCOCC1 (configuration not stated),-0.4&1.1,-9&6,5&11,0.7&0.4,5&5,-16&16,3&3,0.3&-1.2,-23&7,-9&2
COc1cc(CN2CCC(CO)(CCOc3ccccc3)CC2)cc(OC)c1OC,-2.7,-1,0,-5.7,-1,3,-6,.,4,-14
CC1CCCC(C)N1C(=O)COC(=O)C1CCN(S(=O)(=O)c2ccc3c(c2)OCCO3)CC1 (configuration not stated),.,6,1,-2.3,-1,.,4,-1.7,.,5
Cn1c(N)c(C(=O)CSc2nnc(Cc3cccs3)n2C2CC2)c(=O)n(C)c1=O,0.0,1,-1,0.0,6,0,-11,-0.1,.,10
CCOCCn1c(CN(C)Cc2ccccc2)nc2c1c(=O)n(C)c(=O)n2C,0.4,-1,0,-3.4,-2,-9,0,0.1,13,9
O=C(NCC1CC1)c1csc([C@@H]2O[C@H](CO)[C@H](O)[C@H](O)[C@H]2O)n1,.,8,.,-1.1,1,-6,.,-1.7,.,6
O=C(Nc1ccc(S(=O)(=O)Nc2ncccn2)cc1)c1ccc(F)c(S(=O)(=O)N2CCOCC2)c1,3.1,7,-17,-0.5,4,-1,2,-6.6,31,7
O=C(C1CC(=O)N(c2ccc3c(c2)OCCO3)C1)N1CCN(S(=O)(=O)c2cccc(F)c2)CC1 (configuration not stated),.,12,1,-5.6,0,-1,.,1.0,.,1
Cc1cc(NC(=O)CSc2ccc3ccccc3c2)no1,0.6,-1,3,1.9,8,-5,-3,.,19,16
COc1cc(C(=S)N2CCOCC2)cc(OC)c1OC(=O)c1ccc([N+](=O)[O-])cc1[N+](=O)[O-],-0.8,4,1,-0.3,1,?,-4,-1.5,19,-11
O=C(CN1C(=O)NC2(CCCCC2)C1=O)NCCc1ccc(Cl)cc1Cl,-0.8,-9,3,-3.7,-1,-7,-8,1.7,.,5
O=C(Nc1ccccc1C(=O)N1CCCCCC1)c1cccc([N+](=O)[O-])c1,4.5,8,8,-1.3,4,.,-6,-1.2,0,-8
COc1ccc(OCc2cc(C(=O)N3CCCCCCC3)no2)c(Cl)c1,-2.4,3,-1,0.1,-1,-4,-4,1.8,-28,-3
COc1ccc(-c2nc(SCC(=O)N(CC(C)C)c3c(N)n(Cc4ccccc4)c(=O)[nH]c3=O)n[nH]2)cc1,-1.6,3,-4,-3.0,2,4,1,.,.,-10
Cc1ccc(CCNC(=O)C2CCC(CNc3c(N4CCC(C)CC4)c(=O)c3=O)CC2)cc1 (configuration not stated),-0.5,-12,6,-0.5,2,2,0,1.8,15,12
CCOC(=O)c1ccccc1NC(=S)N1CCC(C(N)=O)CC1,0.6,-3,11,-1.8,-1,-4,-1,.,6,-5
O=C(NNC(=O)c1ccccc1Cl)c1cccs1,1.9,-2,0,3.5,4,18,-1,-0.9,4,3
NC(=O)COc1ccc2cc(-c3ccc(F)cc3)c(=O)oc2c1,-1.9,18,16,0.1,+,-25,2,-2.6,-9,-251
COc1ccc(S(=O)(=O)N2CCC(C(=O)Nc3ccc(F)cc3)CC2)c2cccnc12,1.5,-5,-2,-5.3,0,-4,-3,2.8,8,19
COc1ccc(Cc2c(O)nc(SCC(=O)N3CCOCC3)[nH]c2=O)cc1,-1.6,1,-4,-0.8,2,0,1,-1.4,5,6
CCOc1ccc(N(CC(=O)Nc2c(C)cc(C)cc2C)C2=NC3CS(=O)(=O)CC3S2)cc1 (configuration not stated),.,4,.,-2.3,-3,-4,.,-0.9,.,4
C/C(CC(=O)Nc1cccc2c1CCCC2)=N\NC(=O)Cc1ccccc1,-0.8,3,2,-1.5,-2,25,-12,0.2,38,-12

# Bioassay records: PubChem BioAssay, several laboratories
